Compound activity (PubChem)
D2 agonist – HTS Assay for Allosteric Agonists of the Human D2 Dopamine Receptor: Primary Screen for Agonists; HEK293 T-REx D2 cells, calcium flux agonist mode; activation, % at 2 µM; 340,000 compounds, 0.53% hits;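 active = activation over 3 SD above normal in the single-dose calcium agonist read, cut at about 30% in these data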; also: 0% is about no effect
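Agonism scored from kinetic calcium signal (1 read/sec, 180 s) following compound pin transfer, after a 10 s baseline. Cells: HEK293 Trex line expressing inducible D2 receptor coupled to calcium, dye-loaded after overnight culture at 30 C.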
D2 antag – HTS Assay for Allosteric Antagonists of the Human D2 Dopamine Receptor: Primary Screen for Antagonists. D(2) dopamine receptor (Homo sapiens), P14416. HEK293 TREx D2 cells, calcium flux, dopamine EC80. inhibition, % at 10 µM. 340,000 compounds, 2% hits. AID 485344, 2010; in the data active = inhibition above about 30%; also: 0% is about no effect
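Measurement of antagonist activity uses fluorescent calcium dye in inducible HEK293 T-REx D2 cells: 10 s baseline, compound addition with 180 s read, EC80 dopamine addition with a further 180 s read.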
mIDH1 inhibitor – qHTS for Inhibitors of mutant isocitrate dehydrogenase 1 (IDH1): qHTS; Isocitrate dehydrogenase [NADP] cytoplasmic (Homo sapiens), O75874; IDH1-R132H enzyme, NADPH consumption, diaphorase/resazurin fluorescence; Potency, µM (highest dose often 76.6 µM), without a hit: at the top dose activity change, negative = inhibition, actives largely listed as inhibitors; 390,000 compounds, 0.093% hits; also: potency is read from the fitted curve at half-maximal effect; % is scaled to controls: 0 for no effect and ±100 for the full control effect; nearly all actives have a fitted effect of over 65% in size
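IDH1-R132H (0.5 ug/mL dispensed) in pH 7.5 Tris buffer was preincubated 30 min with compound, then given a substrate mix of 0.016 mM NADPH and 2 mM alpha-KG for 80 min at room temperature; remaining NADPH was read by diaphorase/resazurin fluorescence.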
TrxR1 substrate – qHTS Assay for Substrates of Mammalian Selenoprotein Thioredoxin Reductase 1 (TrxR1): qHTS. Thioredoxin reductase 1, cytoplasmic (Rattus norvegicus), O89049. AID 588456, 2011. purified TrxR1 substrate turnover, NADPH consumption readout. 390,000 compounds, 0.01% hits. Potency, µM (doses to about 114 µM), for the others: at the top dose activity change, negative = substrate turnover; also: potency is read from the fitted curve at half-maximal effect; % is scaled to controls: 0 for no effect and ±100 for the full control effect; nearly all actives have a fitted effect of over 50% in size
Target sequence (O89049 whole entry, looked up): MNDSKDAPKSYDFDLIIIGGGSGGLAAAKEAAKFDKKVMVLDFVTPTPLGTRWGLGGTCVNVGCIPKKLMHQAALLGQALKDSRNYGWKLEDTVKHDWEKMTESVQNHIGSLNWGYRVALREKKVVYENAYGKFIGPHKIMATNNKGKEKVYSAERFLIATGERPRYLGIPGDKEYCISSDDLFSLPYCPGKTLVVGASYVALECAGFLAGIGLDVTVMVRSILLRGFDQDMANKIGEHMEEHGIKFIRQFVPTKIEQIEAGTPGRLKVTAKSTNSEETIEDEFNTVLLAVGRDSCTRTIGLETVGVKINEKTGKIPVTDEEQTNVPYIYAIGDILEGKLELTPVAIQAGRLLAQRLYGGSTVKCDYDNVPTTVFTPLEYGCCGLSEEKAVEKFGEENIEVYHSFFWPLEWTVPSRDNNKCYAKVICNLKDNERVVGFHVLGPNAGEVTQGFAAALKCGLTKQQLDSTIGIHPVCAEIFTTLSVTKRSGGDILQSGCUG
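Rat TrxR1, dispensed at 90 nM, was prereduced with 400 uM NADPH (final) for 5 min at ~22 deg C, then incubated with compound 15 min before 400 uM selenite. A first-read NADPH fluorescence drop versus no-compound background flagged substrates.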
rTrxR1 inhibitor – qHTS Assay for Inhibitors of Mammalian Selenoprotein Thioredoxin Reductase 1 (TrxR1): qHTS; Thioredoxin reductase 1, cytoplasmic (Rattus norvegicus), O89049; recombinant rTrxR1, NADPH fluorescence consumption, selenite substrate; Potency, µM (highest dose often 114 µM), for inactives: at the top dose activity change, negative = inhibition, hits mostly inhibitors; 390,000 compounds, 1% hits; AID 588453, 2011; also: potency is read from the fitted curve at half-maximal effect; % is scaled to controls: 0 for no effect and ±100 for the full control effect; nearly all actives have a fitted effect of over 65% in size
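Rat TrxR1 (90 nM in the dispensed reagent) was pre-reduced with 400 uM NADPH for 5 min at room temperature, then incubated with compound for 15 min. After 400 uM selenite was added, NADPH fluorescence (Ex 340/Em 450 nm) was followed for 8 min.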
USP1 inh – Inhibitors of USP1/UAF1: Primary Screen. Ubiquitin carboxyl-terminal hydrolase 1 (Homo sapiens), O94782. recombinant USP1/UAF1, Ub-Rhodamine cleavage fluorescence. Potency, µM (top dose mostly 57.1 µM), for inactives: at the highest dose activity change, negative = inhibition, most hits filed as inhibitors. 390,000 compounds, 0.23% hits. AID 743255, 2014; also: potency is read from the fitted curve at half-maximal effect; % is scaled to controls: 0 for no effect and ±100 for the full control effect; nearly all actives have a fitted effect of over 60% in size; inactives centre near -12
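In this screen, compounds sit with the deubiquitinase complex (1nM) for 15 min at room temperature before Ub-Rho is added at 150nM final. Fluorescence rise is then followed for 6 reads every 60 seconds.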
TRHR agonist – qHTS for Small Molecule Agonists and Allosteric Enhancers of Human TRH Receptor: Primary Screen for Agonists; TRHR cells, calcium flux fluo-8, FDSS agonist mode; activation, % at 2 µM; 360,000 compounds, 0.18% hits; AID 493084, 2011; in the data active = activation above about 30%; also: 0% is about no effect
Target sequence (P34981 whole entry, looked up): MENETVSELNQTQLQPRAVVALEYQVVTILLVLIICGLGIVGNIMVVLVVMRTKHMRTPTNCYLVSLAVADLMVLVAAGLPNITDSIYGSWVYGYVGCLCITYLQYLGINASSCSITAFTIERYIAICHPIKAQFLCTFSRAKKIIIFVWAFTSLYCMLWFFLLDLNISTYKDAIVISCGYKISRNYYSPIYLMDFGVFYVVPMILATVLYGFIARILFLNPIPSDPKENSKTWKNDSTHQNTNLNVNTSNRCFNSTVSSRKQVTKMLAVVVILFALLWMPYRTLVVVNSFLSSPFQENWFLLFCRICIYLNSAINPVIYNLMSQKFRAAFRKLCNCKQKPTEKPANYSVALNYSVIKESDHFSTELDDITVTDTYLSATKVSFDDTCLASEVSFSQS
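Read-out: compound-evoked intracellular calcium rise in TRHR cells, fluo-8 dye, kinetic FDSS fluorescence at 1 s/cycle following a 10-cycle baseline. Cells cultured overnight before dye loading (30 min–1.5 h, RT).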
TRHR enhancer – qHTS for Small Molecule Agonists and Allosteric Enhancers of Human TRH Receptor: Primary Screen for Enhancers. Thyrotropin-releasing hormone receptor (Homo sapiens), P34981. TRHR cells, fluo-8 calcium fluorescence, EC20 TRH enhancement. enhancement, % at 2 µM. 360,000 compounds, 0.66% hits. AID 493056, 2011; in the data active = enhancement above about 30%; also: 0% is about no effect
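TRHR-expressing cells loaded with fluo-8 calcium dye were read kinetically (ex 480/em 530) during compound addition, then stimulated with an EC20 of TRH (10 nM final). Enhancement of the Gq-mediated intracellular calcium response was scored.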
Pin1 inhibitor – qHTS Assay to Find Inhibitors of Pin1 | Peptidyl-prolyl cis-trans isomerase NIMA-interacting 1 (Homo sapiens), Q13526 | Pin1 FP peptide displacement, HiFluor488, 10 min | Potency, µM (doses to about 115 µM), inactives show at the top dose activity, negative = inhibition, most hits filed as inhibitors | 390,000 compounds, 0.009% hits | AID 504891, 2011; active = well fitted inhibition curve with a large enough effect in the polarisation, with a control signal flat, not every such curve was filed as active; inconclusive = small, poorly fitted or top-dose-only effect, or effect the other way, or a change in a side signal; inactive = no such curve, though single readings can be large or run the other way; the % refers to the polarisation; also: potency is read from the fitted curve at half-maximal effect; % is scaled to controls: 0 for no effect and ±100 for the full control effect
Target sequence (Q13526 whole entry, looked up): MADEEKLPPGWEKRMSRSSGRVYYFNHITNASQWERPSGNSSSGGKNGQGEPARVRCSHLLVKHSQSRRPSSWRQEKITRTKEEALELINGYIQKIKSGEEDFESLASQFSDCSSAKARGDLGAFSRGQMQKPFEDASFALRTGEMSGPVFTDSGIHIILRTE
* = called active by the depositor; ? = inconclusive; . = not tested or not shown; [ ] = another dose, or the depositor's remark. Unless noted, calls follow the shape of the dose curve; as a rule, active = well fitted inhibition curve with a large enough effect; inconclusive = small, poorly fitted or top-dose-only effect; inactive = no such curve, though single readings can be large or run the other way. These rows are one share of the data; the hit share may differ from the screen's.

SMILES | D2 agonist | D2 antag | mIDH1 inhibitor | TrxR1 substrate | rTrxR1 inhibitor | USP1 inh | TRHR agonist | TRHR enhancer | Pin1 inhibitor
COC(=O)c1ccc(C2/C(=C(\O)c3ccc4c(c3)OCCO4)C(=O)C(=O)N2CCCN(C)C)cc1 (configuration not stated) | 0.0 | -9 | 3% | -7% | 2% | -12% | 0.6 | 7 | -4%
COc1ccc(N2CCN(CCCNC(=O)Cn3c(-c4cccs4)cc4ccccc43)CC2)cc1 | . | . | -7% | 15% | -3% | -13% | 0.2 | -2 | 4%
CC(C)(C)NC(=O)N1CCCN(c2ccc(C(F)(F)F)cn2)CC1 | 1.3 | 1 | -1% | 10%[57.1 µM] | 13%[57.1 µM] | 2% | 0.1 | 8 | -8%
NS(=O)(=O)c1ccc(NC(=O)COc2cccc3ccccc23)cc1 | 0.4 | 6 | 2% | -15% | -8% | -4% | 0.0 | -1 | -2%
O=C1c2cccc3cc([N+](=O)[O-])cc(c23)C(=O)N1CC1CCCO1 (configuration not stated) | 0.4 | 4 | -2% | 4%[57.1 µM] | -6%[57.1 µM] | 6% | 0.3 | -3 | -9%
CNC(=O)Nc1ccc(S(N)(=O)=O)cc1 | 0.2 | -3 | 0% | -15% | -21% | -15% | 0.6 | -3 | 5%
O=C(COC(=O)c1cccnc1Cl)Nc1ccc(S(=O)(=O)N2CCOCC2)cc1 | . | . | -4% | 8%[57.1 µM] | 17%[57.1 µM] | 8% | . | . | 1%
CC1(C)Nc2ccccc2C(=O)N1NS(=O)(=O)c1ccccc1 | 0.1 | 5 | 1% | 4% | 0% | -13% | 0.1 | 3 | -3%
CCN(CC)C(=O)c1sc2c(c1C)c(=O)n(-c1ccc(C)c(C)c1)c(=O)n2CC(=O)Nc1ccc(OC)cc1OC | 0.4 | . | 9% | -2%[57.1 µM] | 7%[57.1 µM] | -3% | 0.1 | -3 | -2%
O=CN1CCN(C(=O)CC(c2ccccc2)c2cc(Br)ccc2O)CC1 (configuration not stated) | 0.6 | -3 | 4% | -4% | 20% | 5% | 0.0 | -2 | -3%
Cc1ccc(S(=O)(=O)N2CCCCCC2)cc1[N+](=O)[O-] | -0.3 | 3 | 8% | -5% | -7% | -11% | -0.4 | -4 | 1%
CC1(C)Cc2c(sc3ncnc(NN)c23)CO1 | -0.7 | -8 | -3% | 3% | 19% | ? | -2.2 | -1 | 7%
CCCCNC(=O)CN1CCN(c2ncc(NC(=O)c3ccc(Cl)cc3)cc2C(=O)O)CC1 | 0.4 | . | . | 1%[57.1 µM] | 10%[57.1 µM] | -25% | -0.1 | 5 | -9%
Cc1cccc(-c2nc(C#N)c(N3CCCCC3)o2)c1 | -0.7 | 10 | -8% | 110%[activator] | 70%[activator] | -4% | -0.2 | 7 | 9%
COC(=O)c1ccc2c(=O)n(C3CCCCC3)c(SCC#N)nc2c1 | . | . | 8% | 2% | 4% | -11% | 0.2 | -8 | 1%
CC(C)(C)C1=Nn2c(nnc2-c2ccco2)SC1 | 1.4 | 2 | 8% | 2% | 7% | -8% | -0.4 | -6 | -1%
Cc1c(NS(=O)(=O)c2ccc(C(C)(C)C)cc2)c(=O)n(-c2ccccc2)n1C | -0.1 | . | -8% | 8% | 16% | -22% | -0.2 | 2 | -8%
CCOC(=O)Cn1nnnc1CN(Cc1ccc(OC)cc1)Cc1cc2cc(CC)ccc2[nH]c1=O | -1.6 | 18 | 3% | 10% | 16% | ? | 0.6 | -4 | 1%
N#Cc1c(N2CCOCC2)nc(-c2ccco2)c2c1CCCC2 | 0.3 | -1 | -27% | 28% | ? | -16% | 0.1 | -6 | 2%
CC(SCC(=O)O)c1nc2ccccc2[nH]1 (configuration not stated) | 1.4 | -8 | 10% | -3% | 6% | -16% | 0.8 | 0 | 4%
COC(=O)c1cc(C(=O)CC(C)C)c[nH]1 | 1.6 | -1 | 9% | -12%[57.1 µM] | 31%[57.1 µM] | -15% | 0.5 | 4 | -1%
Cc1ccc(NC(=O)COC(=O)CCc2ccc(S(=O)(=O)N3CCOCC3)cc2)cc1F | 1.5 | 6 | 3% | 4%[57.1 µM] | 20%[57.1 µM] | -20% | -0.2 | -7 | -7%
O=c1c2ccccc2nc(COc2ccccc2)n1/N=C/c1c[nH]c2ccccc12 | 0.9 | -28 | 0% | 7% | 16% | -13% | -1.3 | 3 | 17%
CCOc1ccc(S(=O)(=O)NCCc2ccccn2)cc1 | . | . | 7% | -9% | -8% | -15% | . | . | -10%
c1cc(SC2CCCCC2)cc(-c2nc3cnccn3c2NC2CCCCC2)c1 | . | . | 1% | 24% | 26% | ? | . | . | ?
(continued)
SMILES | D2 agonist | D2 antag | mIDH1 inhibitor | TrxR1 substrate | rTrxR1 inhibitor | USP1 inh | TRHR agonist | TRHR enhancer | Pin1 inhibitor
CCOc1ccc(/C=C(\C(=O)O)c2ccc(S(=O)(=O)N3CCOCC3)s2)cc1OC | 1.0 | -7 | 2% | 9%[57.1 µM] | 6%[57.1 µM] | -12% | -0.2 | 6 | 3%
COc1cccc(N2CCN(C(=O)C3CCN(S(=O)(=O)c4cn(C)cn4)CC3)CC2)c1 | 0.5 | . | 9% | -3%[57.1 µM] | 9%[57.1 µM] | -19% | 0.2 | -1 | -11%
COc1ccc(CCn2c(N3CCN(C)CC3)nc3c2c(=O)[nH]c(=O)n3C)cc1 | 1.1 | -2 | 7% | -6%[57.1 µM] | 4%[57.1 µM] | -17% | -0.1 | 3 | 4%
COc1ccc(Cn2c(CO)cnc2SCc2ccccc2)cc1 | 0.2 | . | 0% | 1%[57.1 µM] | 5%[57.1 µM] | -13% | 0.3 | -3 | -7%
COc1cc(NS(=O)(=O)c2ccc(NC(=O)COc3ccccc3C)cc2)nc(OC)n1 | 0.6 | 6 | 2% | -4% | 3% | ? | 0.2 | 0 | -20%
COC(=O)Cc1nnc(NC(=O)c2ccccc2)s1 | -0.4 | 11 | 8% | -10% | 25%[57.1 µM] | -2% | 0.4 | 4 | 31%[activator]
COc1ccc2c(c1)c(=O)c(C(=O)c1ccc(C)c(C)c1)cn2CC(=O)Nc1ccc2c(c1)OCCO2 | 0.6 | . | 0% | -9% | -10% | -21% | -0.2 | 1 | -5%
O=C(C1=C[C@@H](c2ccccc2)C[C@@H](OCCCCO)O1)N1CCOCC1 | 0.0 | 1 | -6% | 10%[57.1 µM] | 9%[57.1 µM] | 13% | -0.4 | 2 | -4%
CCCc1cc(=O)oc2c(CN(CC)CC)c(O)c(Cl)cc12 | 0.0 | -9 | -2% | 953%[activator] | 18µM* | -16% | 0.2 | 3 | -4%
CCN(C(=O)C(C)OC(=O)C1C(C(=O)OC)=C(C)NC(C)=C1C(=O)OC)c1ccccc1 (configuration not stated) | 0.5 | -18 | 0% | 13%[57.1 µM] | 5% | -11% | 0.4 | -7 | -3%
Clc1ccc(OCc2cn3cccnc3n2)c2ncccc12 | 0.6 | -25 | 2% | 19%[57.1 µM] | 30%[11.4 µM] | -11% | -0.3 | 5 | 0%
O=C(CCN1C(=O)C2C3C=CC(C4CC34)C2C1=O)Oc1ccc(Br)cc1 (configuration not stated) | -0.4 | -11 | -5% | -1% | 17% | -9% | 0.0 | -2 | -3%
Cc1ccc(Nc2nnc(SCC(=O)NCC3CCCO3)s2)cc1C (configuration not stated) | . | . | -14% | -2% | -1% | -7% | . | . | -2%
O=C(c1ccc(CSc2ccccc2)cc1)N1CCN(c2ccccc2)CC1 | 0.1 | 24 | 0% | 4% | 17% | -13% | 0.1 | -8 | 8%
Cc1cc(NS(=O)(=O)c2ccc(CC(C)C)cc2)no1 | -0.4 | 16 | -3% | 2%[57.1 µM] | -8%[57.1 µM] | -6% | -0.6 | 0 | 5%
CCOC(=O)C1=C(Cn2cnc3ccccc32)NC(=O)NC1c1ccc(OC)cc1 (configuration not stated) | 0.1 | -11 | 3% | 6% | 24% | -7% | 0.9 | 1 | -1%

Grouped by structure, the compounds so far with a tert-butyl group (3)
SMILES | D2 agonist | D2 antag | mIDH1 inhibitor | TrxR1 substrate | rTrxR1 inhibitor | USP1 inh | TRHR agonist | TRHR enhancer | Pin1 inhibitor
CC(C)(C)NC(=O)N1CCCN(c2ccc(C(F)(F)F)cn2)CC1 | 1.3 | 1 | -1% | 10%[57.1 µM] | 13%[57.1 µM] | 2% | 0.1 | 8 | -8%
CC(C)(C)C1=Nn2c(nnc2-c2ccco2)SC1 | 1.4 | 2 | 8% | 2% | 7% | -8% | -0.4 | -6 | -1%
Cc1c(NS(=O)(=O)c2ccc(C(C)(C)C)cc2)c(=O)n(-c2ccccc2)n1C | -0.1 | . | -8% | 8% | 16% | -22% | -0.2 | 2 | -8%
